Source: PubChem (Southern Research Specialized Biocontainment Screening Center)
Dengue inhibitors – Dengue virus cytopathic effect inhibitors, cell-based, CPE readout, HTS (AID 540333) | Dengue virus CPE inhibition in host cells; stronger effect = higher value | CPE inhibition, % at 20 µM | hit rate 3.1% among 10,000; in the data active means CPE inhibition mostly above about 9.1%, no sharp cut-off; inactive means mostly below about 7.2%
* = called active by the depositor; i = inactive. A portion of the library; rates above refer to the full screens.

SMILES	Dengue inhibitors
Cc1ccc(C(NC(=O)N2CC(C)OC(C)C2)C(Cl)Cl)cc1F (stereo not drawn)	0.6
CCCCNC(=O)c1onc(CSc2cccc(OC)c2)c1C(=O)O	i
C/C=C/C(=O)OCC(=O)Nc1cc([N+](=O)[O-])ccc1Cl	0.4
COc1ccc(-n2cc(C(=O)Nc3cc([N+](=O)[O-])ccc3OC)c3ccccc3c2=O)cc1	i
CCOC(=O)Cc1csc(SCC(=O)NC2CCCC(C)C2C)n1 (stereo not drawn)	i
N#CSCC(=O)c1cccc2ccccc12	i
Cc1ccc2c(Cl)c(C(=O)Nc3ccc4c(c3)OCO4)sc2c1	i
COc1ccc(C(CNc2ccc(S(=O)(=O)N3CCCC3)cc2[N+](=O)[O-])N2CCCC2)cc1 (stereo not drawn)	0.3
CCN(Cc1ccccc1)c1ccc(N=Nc2nn(C)c(C)c2[N+](=O)[O-])cc1	2.6
Cn1c(-c2ccc(F)cc2)cnc1SCC(=O)N1CCCc2ccccc21	i
Cc1ccc(N=Cc2sccc2C)cc1C	0.3
Cc1c(Cl)cccc1NC(=S)NC(=O)CCN1C(=O)c2ccccc2C1=O	i
O=C1N(c2ccc(Cl)cc2)C(c2ccccc2)N2CCCN12 (stereo not drawn)	0.2
COc1cc(/C=N/Nc2ccc(F)cc2F)cc(OC)c1OC	0.1
Cc1nnc(SCc2cc(=O)oc3cc(O)ccc23)n1Cc1ccccc1	0.1
CCOC(=O)c1cc(-c2ccccc2)sc1NC(=O)CC	i
COc1ccc(NC(=O)CN2CCC(Cc3ccccc3)CC2)cc1S(=O)(=O)N1CCOCC1	0.6
CC1CC1C(=O)OCC(=O)Nc1ccc(N=Nc2ccccc2)cc1 (stereo not drawn)	0.2
CNC(=S)N/N=C/c1ccc(OCc2ccccc2)c(Br)c1	0.4
COc1ccc(-c2c(-c3ccccc3OC)sc3ccccc23)cc1C=O	8.2
O=C(NCCc1nc2ccccc2[nH]1)c1ccc(Cl)c([N+](=O)[O-])c1	0.1
Cc1ccc(C)c(NC(=O)COC(=O)c2cccc3c2C(=O)c2ccccc2C3=O)c1	0.8
CCOc1ccccc1CNC(=O)c1ccc(Sc2ccc(Cl)cc2)c(NC(C)=O)c1	i
O=C(NC(=S)Nc1ccc(N2CCOCC2)cc1)c1ccco1	i
COc1cccc(NC(=O)C(Sc2nnc(-c3ccncc3)n2-c2ccc(Cl)cc2)c2ccccc2)c1 (stereo not drawn)	3.0

Three records picked at random from those above:
SMILES	Dengue inhibitors
Cc1ccc(N=Cc2sccc2C)cc1C	0.3
COc1ccc(C(CNc2ccc(S(=O)(=O)N3CCCC3)cc2[N+](=O)[O-])N2CCCC2)cc1 (stereo not drawn)	0.3
Cc1ccc(C)c(NC(=O)COC(=O)c2cccc3c2C(=O)c2ccccc2C3=O)c1	0.8

Next results:
SMILES	Dengue inhibitors
O=C(NC(=S)Nc1ccccc1N1CCOCC1)c1ccc([N+](=O)[O-])cc1	2.6
O=C(Nc1ccc(Oc2ccc3c(c2)C(=O)N(c2ccc(O)cc2)C3=O)cc1)c1cccs1	8.2
COC(=O)c1cc([N+](=O)[O-])ccc1N1CCN(Cc2ccccc2)CC1	0.1
O=C(CSc1nnc(-c2cccnc2)s1)Nc1cccc(C(=O)O)c1	0.5
Cc1cccc(OCC(=O)Nc2ccccc2C(=O)N2CCOCC2)c1	i
COc1ccccc1NS(=O)(=O)c1ccc2oc(SCc3ccc(F)cc3)nc2c1	0.7
COc1ccccc1OCCCCOc1ccccc1C(C)=O	0.5
COc1ccccc1C/C(N)=N/O	i
CCOc1ccccc1NC(=S)N(Cc1cc2ccc(C)cc2[nH]c1=O)CC1CCCN1CC (stereo not drawn)	i
CC1CCCN(C(=O)c2cccc(S(=O)(=O)Nc3cc(C(F)(F)F)ccc3Cl)c2)C1 (stereo not drawn)	i
Cc1cccc(NC(=S)Nc2ccc(Oc3ccccc3)cc2)n1	1.2
COc1ccc(C2CC(c3ccccc3OC(C)=O)=NN2C(=O)/C=C/c2ccccc2)cc1 (stereo not drawn)	7.8*
COc1ccc(NC(=O)/C(C#N)=C/c2ccc3c(c2)n(C)c(=O)n3C)cc1	1.1
CCN1CCN(CC(=O)N/N=C/c2ccc(F)cc2F)CC1	i
O=CN1CCN(C(=O)Cc2ccc([N+](=O)[O-])cc2)CC1	i
CC1(C)C(=O)OC(C(=O)c2ccc(Cl)cc2)C(C)(C)C1=O (stereo not drawn)	0.1
COc1ccc(S(=O)(=O)/N=C2/NC(=O)/C(=C\c3ccco3)S2)cc1	0.5
CN(C)CCCN(C(=O)CCc1ccccc1)c1nc2ccc(F)cc2s1	0.6
CCOc1cc(/C=N/O)ccc1OCC(=O)Nc1cccc(C)c1	0.2
COc1cc(C)c(S(=O)(=O)N2CCN=C2c2ccccc2)cc1C	i
CCSc1nnc(-c2ccccc2N=Cc2c(C)[nH]n(-c3ccccc3)c2=O)c(=O)[nH]1	0.9
COc1ccc(/C=C2\SC(=O)N(CCNC(=O)CCS(=O)(=O)c3ccc(C)cc3)C2=O)cc1	0.2
O=C(NC(=S)Nc1ccc(S(=O)(=O)N2CCCCCC2)cc1)c1cccs1	1.1
O=C(C[n+]1cccc(CNC(=O)c2ccc(OC(F)F)cc2)c1)Nc1ccc(F)cc1	2.5
Cc1ccc(NC(=S)NCC(C)C)cc1	i

(further entries)
SMILES	Dengue inhibitors
CCN(CC)c1ccc(/C=N/NC(=O)Nc2nonc2N)cc1	1.1
CC(C)Oc1ccccc1OCCN(C)C	0.8
COc1ccccc1N1CCN(C(=O)COc2cc(C)ccc2C)CC1	i
CC1CC(C)(C)CC2(C1)NC(=O)N(CC(=O)NCCc1c[nH]c3ccccc13)C2=O (stereo not drawn)	0.5
CC(=O)c1ccc(NC(=S)N2CCN(CCN3C(=O)c4cccc5cccc(c45)C3=O)CC2)cc1	i
Cn1c(SCC(=O)c2c(N)n(C)c(=O)n(C)c2=O)nnc1-c1ccccc1	0.1
O=C(Nc1cccc(S(=O)(=O)N2CCCC2)c1)c1ccc2c(=O)n3c(nc2c1)CCCCC3	2.0
CN1CC2([N+](=O)[O-])CC=C(OCCO)C([N+](=O)[O-])(C1)C2 (stereo not drawn)	0.3
COc1ccc(OC)c(NC(=O)Cn2c(CCC(=O)O)ccc2-c2ccccc2)c1	0.0
CCOC(=O)N1CCN(CC(O)COCc2ccc(OC)c(OC)c2)CC1 (stereo not drawn)	0.0
COC(=O)c1ccc(NC(=O)CSC2=NCCN2)cc1	0.2
NC(=S)Cc1nc(-c2ccccc2)cs1	0.0
N#C/C(=C\c1cccnc1)C(=O)Nc1cccc2ccccc12	0.6
S=c1[nH]nc(-c2ccccc2)n1/N=C/C=C/c1ccco1	0.7
COc1ccccc1NC(=O)C(=N\O)/C(C)=N/O	0.7
CC(=O)c1ccc(NC(=O)CO/N=C(\C)c2cccs2)cc1	1.0
Cc1cc(NC(=O)Cc2ccccc2)no1	0.0
O=C(CC1Sc2ccccc2NC1=O)Nc1ccccc1[N+](=O)[O-] (stereo not drawn)	1.0
COc1ccccc1OCc1ccc(C(=O)Nc2ccccc2F)cc1	1.5
COc1ccc(C(=O)NCc2ccccc2)cc1Br	i
O=C(Nc1cc(C(F)(F)F)ccc1Cl)C(=O)N1CCCCC1	0.3
Cc1ccc(NC(=O)c2ccc(NCCN)c([N+](=O)[O-])c2)cc1Cl	0.2
COc1cc([N+](=O)[O-])ccc1NC(=S)Nc1cc(C(=O)OC(C)C)cc(C(=O)OC(C)C)c1	0.1
Cc1ccccc1C(=O)NC(=S)Nc1ccc(Cc2ccncc2)cc1	0.1
COc1ccccc1NC(=O)CCSCCC(=O)Nc1ccccc1OC	i

New compounds follow:
SMILES	Dengue inhibitors
Cc1ccc(S(=O)(=O)N2CCN(CC(=O)N(CC(C)C)c3c(N)n(CC(C)C)c(=O)[nH]c3=O)CC2)c(C)c1	i
Cc1cc(Cl)cc(Cl)c1OCCCCN(C)C	i
Cc1ccc(S(=O)(=O)NNC(=O)C2COc3ccccc3O2)cc1 (stereo not drawn)	i
O=C(/C=C/c1ccc2c(c1)OCO2)N1CCN(c2ccccc2F)CC1	i
O=C(O)c1cc(Cl)c(Cl)cc1C(=O)Nc1cccc2cccnc12	i
Cc1nn(C(=O)c2cccnc2)c(C)c1Sc1ccccc1	3.6
Cc1ccc(S(=O)(=O)c2cc(OC(=O)c3ccco3)ccc2OC(=O)c2ccco2)cc1	0.2
CCOC(=O)c1c(C(F)(F)F)cc(-c2ccc(F)cc2)nc1C	i
CCC(=O)NC(Nc1ccccn1)(C(=O)OC)C(F)(F)F (stereo not drawn)	0.2
CCOC(=O)C1=C(Nc2ccccc2)CC(C)(O)C(C(=O)OCC)C1c1ccc(Cl)cc1 (stereo not drawn)	26.4*
C=CCn1c(SCC(=O)Nc2cccnc2Cl)nnc1-c1ccc(C(C)(C)C)cc1	0.5
Cc1ccc(C(=O)N/C(=C/c2ccco2)C(=O)O)cc1	0.4
O=C(CNC(=O)c1cccs1)c1ccc([N+](=O)[O-])cc1	0.1
COc1ccc(-c2nc(O)c3cnccn23)cc1	i
CC(NC(=O)c1cccs1)c1nnc(SCc2ccc(Cl)cc2Cl)n1C (stereo not drawn)	0.6
CCOc1cc(NC(=S)NCCCN2CCOCC2)c(OCC)cc1NC(=O)C1CC1	0.1
CCN(/N=C/c1ccccc1)c1cc(=O)n(C)c(=O)[nH]1	i
CN(C)c1cccc(C(=O)OC(C(=O)Nc2ccc([N+](=O)[O-])cc2Br)c2ccccc2)c1 (stereo not drawn)	0.8
Cc1cc[n+](-c2nc3ccccc3nc2[N-]S(=O)(=O)c2cccs2)cc1C	i
Cc1c(/C=C/C(=O)c2ccccc2O)cnn1C	0.3
CCC(CC)NC(=O)c1cc([N+](=O)[O-])ccc1N1CCOCC1	i
Cc1ccc(-c2cc(N)on2)cc1	0.5
O=C(CCCN1C(=O)/C(=C/c2cccs2)SC1=S)NNC(=O)c1ccc(F)cc1	1.3
COc1ccc(S(=O)(=O)NCC(=O)O)cc1C(=O)NC1CCCCC1	0.7
CCOCCCNC(=S)Nc1ccc(S(N)(=O)=O)cc1	1.5

5 entries out of the list, ordered by length of the SMILES, rising.
SMILES	Dengue inhibitors
CCC(=O)NC(Nc1ccccn1)(C(=O)OC)C(F)(F)F (stereo not drawn)	0.2
CCN(/N=C/c1ccccc1)c1cc(=O)n(C)c(=O)[nH]1	i
CCOC(=O)c1c(C(F)(F)F)cc(-c2ccc(F)cc2)nc1C	i
CC(NC(=O)c1cccs1)c1nnc(SCc2ccc(Cl)cc2Cl)n1C (stereo not drawn)	0.6
CN(C)c1cccc(C(=O)OC(C(=O)Nc2ccc([N+](=O)[O-])cc2Br)c2ccccc2)c1 (stereo not drawn)	0.8

Other compounds.
SMILES	Dengue inhibitors
Oc1ccccc1N1CCN(C(=S)NCCc2ccccc2)CC1	i
Cc1ccccc1NC(=S)N(CCCN1CCOCC1)Cc1ccccn1	i
Cc1ccc(Cn2nc(C)c(NC(=O)CSc3nc4c(c(C(F)(F)F)n3)CCc3ccccc3-4)c2C)cc1	8.8
CCOC(=O)C(NS(=O)(=O)c1ccc(C)cc1)(C(F)(F)F)P(=O)(OCC(C)C)OCC(C)C (stereo not drawn)	0.3
Cc1cc(C)cc(NC(=O)COC(=O)CCCNC(=O)c2ccc(Cl)cc2)c1	i
COCCCNC(=O)CC(C)c1ccccc1 (stereo not drawn)	i
COc1ccc(C2=C(CC(=O)O)C(=O)CC2)cc1	i
CCC(CC)C(=O)Nc1ccc(Nc2ccccc2)cc1	i
O=Cc1cccn1-c1sc2c(c1C(=O)O)CCCC2	0.7
COc1ccc(CNC(=O)COC(=O)CCCOc2ccc(Cl)cc2Cl)cc1OC	0.1
O=C(NC(c1ccccc1)c1ccccc1)C1CCCC1	0.1
C#CCOCCOCCOCCNc1nc(N2CCN(C(=O)CCCCCCCCCCNC(=O)[C@H]([C@@H](C)CC)n3cc(CCCCN=C(N)N)nn3)CC2)nc(N2CCN(C(=O)CCCCCCCCCCNC(=O)[C@H](CO)n3cc(CCCSC)nn3)CC2)n1	i
COc1ccc(C(=O)COC(=O)c2ccc3ccccc3n2)cc1	i
CCCCNC(=S)NC(=O)c1ccccc1Br	0.5
Cc1nc(SCc2nc3ccccc3[nH]2)c2oc3cc(Br)ccc3c2n1	1.1
COc1ccccc1/C=C/C=N/NC(=O)c1ccc(=O)n(C)c1	1.9
CC(C)CN1CCC(=O)N([C@H](CO)c2ccccc2)CC1	i
Cc1cc(NC(=O)CCC(=O)NNC(=O)c2ccc(C(C)(C)C)cc2)no1	i
Cc1c(CCO)sc[n+]1CC(=O)OC12CC3CC(CC(C3)C1)C2	1.3
CC1CN(C(=O)COC(=O)[C@@H]2CC(O)CN2S(=O)(=O)c2ccc3c(c2)OCCO3)CC(C)O1 (stereo partly drawn)	0.0
Cc1onc(-c2ccccc2)c1C(=O)N/N=C/c1cccc(O)c1	3.9
CC1C=CCC2C(=O)N(c3ccc(Cl)cc3O)C(=O)C12 (stereo not drawn)	28.6*
COc1ccc(C(=O)NC(=S)N(CCC(C)C)c2c(N)n(Cc3ccccc3)c(=O)[nH]c2=O)cc1	0.7
CCN(CC)C(=O)CSC1=C(C#N)C(c2ccco2)C(C(=O)OCCOC)=C(C)N1 (stereo not drawn)	i
COc1ccc(C)cc1NC(=O)C(OC(=O)CNC(=O)c1ccc(Br)cc1)c1ccccc1 (stereo not drawn)	i

Brought forward from above: three compounds; new compounds follow.
SMILES	Dengue inhibitors
COc1ccc(C(=O)NC(=S)N(CCC(C)C)c2c(N)n(Cc3ccccc3)c(=O)[nH]c2=O)cc1	0.7
CCN(CC)C(=O)CSC1=C(C#N)C(c2ccco2)C(C(=O)OCCOC)=C(C)N1 (stereo not drawn)	i
COc1ccc(C)cc1NC(=O)C(OC(=O)CNC(=O)c1ccc(Br)cc1)c1ccccc1 (stereo not drawn)	i
CC1CCCCN1CC(=O)Nc1ccccc1Sc1ccccc1 (stereo not drawn)	18.4*
Cc1ccc(S(=O)(=O)/N=C(\CCl)N2CCOCC2)cc1	7.9
CCCCOc1ccc(C(C)NC(=O)CCS(=O)(=O)Cc2ccccc2Cl)cc1 (stereo not drawn)	3.8
Cc1ccc(CSCCNC(=O)c2ccccc2)cc1	0.4
CCOc1ccc(N2CC(C(=O)NCCN3C(=O)S/C(=C\c4ccc(OC)cc4)C3=O)CC2=O)cc1 (stereo not drawn)	5.6
CC(C)(C)NCc1cc(Br)ccc1OCc1cccs1	2.1
C=CCn1c(SCC(=O)Nc2cccnc2Cl)nnc1-c1ccccc1F	0.1
